CatL block – inhibitors of human cathepsin L, biochemical | Procathepsin L (Homo sapiens), P07711 | purified cathepsin L, fluorogenic substrate, fluorescence | inhibition, %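 (tested at 10 µM)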 | hit rate 0.17% among 58,000 | AID 460, 2006; in the data active means inhibition above about 45%;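 further: 0% = enzyme with no compound and 100% = no enzyme blank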
Target sequence (P07711 114-288 limits assumed): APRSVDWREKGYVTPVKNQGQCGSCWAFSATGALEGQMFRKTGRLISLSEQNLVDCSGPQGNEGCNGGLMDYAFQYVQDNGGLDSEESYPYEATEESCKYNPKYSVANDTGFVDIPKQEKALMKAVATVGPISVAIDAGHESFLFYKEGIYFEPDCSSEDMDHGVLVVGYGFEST
Target sequence (P07711 292-333 limits assumed): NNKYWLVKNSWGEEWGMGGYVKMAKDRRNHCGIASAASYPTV
CatG inh – human cathepsin G inhibitors, primary screen, biochemical, pooled compound mixtures, AMC fluorescence | inhibition, % at 5 µM (by protocol) | AID 581, 2007 | purified enzyme, AMC-tetrapeptide fluorescence | hit rate 0.2% among 62,000;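 active means inhibition above 20% in each of the two mixture wells holding the compound; inactive means inhibition of 20% or less in either well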;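 further: 0% = enzyme control without mixture and 100% = blank lacking enzyme; strong numbers were not always called active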
Target sequence (P08311 21-244 limits assumed): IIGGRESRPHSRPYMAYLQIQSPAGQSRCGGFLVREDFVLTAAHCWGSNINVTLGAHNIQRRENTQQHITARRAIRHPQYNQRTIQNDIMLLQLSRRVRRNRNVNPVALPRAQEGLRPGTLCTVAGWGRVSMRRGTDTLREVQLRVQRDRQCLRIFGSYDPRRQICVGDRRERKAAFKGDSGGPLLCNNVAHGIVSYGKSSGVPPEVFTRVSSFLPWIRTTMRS
FXIa inh mix – FXIa protease inhibitors in compound pools, primary screen, biochemical, 10-compound mixtures; Coagulation factor XI (Homo sapiens), P03951; purified FXIa, fluorogenic substrate, pooled mixtures; inhibition, % at 5 µM; hit rate 0.19% among 62,000; AID 680, 2007;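 further: each value is inhibition by a whole ten-compound pool holding the compound; 0% = enzyme with no mixture and 100% = wells lacking enzyme; strong numbers were not always called active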
Target sequence (P03951 19-387 limits assumed): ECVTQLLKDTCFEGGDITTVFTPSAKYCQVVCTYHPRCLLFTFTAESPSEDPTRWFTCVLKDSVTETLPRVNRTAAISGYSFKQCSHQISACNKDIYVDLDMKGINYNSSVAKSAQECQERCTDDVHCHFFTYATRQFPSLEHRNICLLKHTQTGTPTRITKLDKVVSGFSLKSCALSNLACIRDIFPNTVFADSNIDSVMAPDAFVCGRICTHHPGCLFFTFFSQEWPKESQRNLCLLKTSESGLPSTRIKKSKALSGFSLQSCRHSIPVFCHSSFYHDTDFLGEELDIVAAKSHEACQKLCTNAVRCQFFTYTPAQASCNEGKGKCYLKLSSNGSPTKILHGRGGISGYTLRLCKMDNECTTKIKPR
Target sequence (P03951 388-625 limits assumed): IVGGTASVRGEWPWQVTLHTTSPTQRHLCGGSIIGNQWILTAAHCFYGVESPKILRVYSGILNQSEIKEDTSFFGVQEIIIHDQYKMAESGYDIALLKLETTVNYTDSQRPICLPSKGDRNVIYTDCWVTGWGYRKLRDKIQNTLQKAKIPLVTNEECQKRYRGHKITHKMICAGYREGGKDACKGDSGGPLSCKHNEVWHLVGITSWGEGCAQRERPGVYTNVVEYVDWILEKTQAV
Hsp90 block – tumor Hsp90 inhibitors, primary screen, cell lysate, fluorescence polarization, NCI-N417 lysate. Cy3B-geldanamycin FP displacement. inhibition, % at 30 µM. hit rate 0.35% among 64,000. AID 429, 2006;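 active means inhibition above 50%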;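 further: 0% = tracer plus lysate wells and 100% = tracer alone without lysate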
DUSP1 inh – MKP-1 phosphatase inhibitors, primary screen, biochemical, in vitro; inhibition, %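 (compounds tested at a single concentration somewhere between 10 and 100 µM)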; recombinant MKP-1, OMFP hydrolysis fluorescence; hit rate 0.15% among 65,000; Dual specificity protein phosphatase 1 (Homo sapiens), P28562; AID 374, 2006;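 active means inhibition above about 50%, limit read from the data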;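 further: 0% = DMSO max control wells and 100% = wells with enzyme stopped by NaOH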
HTR1A agonist – human 5-HT1a receptor agonists, primary screen, cell-based, CHO, Ga15 NFAT-bla reporter; 5-hydroxytryptamine receptor 1A (Homo sapiens), P08908; CHO 5-HT1a Ga15 NFAT-bla reporter, FRET ratio; 0% basal, 100% maximal reference agonist; activation, % at 10 µM; hit rate 0.56% among 65,000;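 active means activation above the screen-wide mean activation plus 3 SD, cut at about 19% in these data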;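 further: 0% = DMSO wells and 100% = 5-CT at EC100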
Cdc25B block – inhibitors of Cdc25B phosphatase catalytic domain, primary screen, biochemical, OMFP fluorescence. M-phase inducer phosphatase 2 (Homo sapiens), P30305. recombinant Cdc25B, OMFP fluorescence Ex485/Em525. inhibition, %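 (compounds tested at 10 µM final in the well)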. hit rate 0.1% among 65,000; in the data active means inhibition above about 50%
FXIIa mix inh – human factor XIIa inhibitors, primary screen, biochemical, pooled compound mixtures, fluorogenic substrate; Coagulation factor XII (Homo sapiens), P00748; purified FXIIa; inhibition, % at 5 µM; hit rate 0.2% among 62,000; AID 684, 2007;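 further: 0% = enzyme without compound and 100% = no enzyme blank; some results filed as inactive read as strong as hits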
C1s inh – complement C1s protease inhibitors, primary screen, biochemical, 10-compound mixtures; purified C1s, fluorogenic AMC substrate, pooled mixtures; mean inhibition % of two 10-compound mixtures (active compounds read high), % at 5 µM (by protocol); hit rate 0.16% among 62,000;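 active means inhibition above 20% in each of the two 10-compound mixture wells holding the compound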;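 further: 0% = enzyme wells lacking compound mixture and 100% = no-enzyme blank wells; some compounds called inactive have numbers as strong as hits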
Numbers without * were called inactive; . = no result given; & = joins results of further samples. Unless noted, no stated cut-off is given here; in the data, active means inhibition above about 20% (passing the limit was not always enough); inactive means the rest.

SMILES	CatL block	CatG inh	FXIa inh mix	Hsp90 block	DUSP1 inh	HTR1A agonist	Cdc25B block	FXIIa mix inh	C1s inh
O=S(=O)(NCCOCCNS(=O)(=O)c1ccccc1)c1ccccc1	1.6	-6.8	4.0	-3.5	6.5	-0.2	-16.8	2.7	-28.0
COn1c(C)c(C(C)=O)c2c3nonc3ccc21	3.4	6.7	-1.6	-5.2	-17.2	-4.4	-2.2	-15.2	-34.1
CC(=O)CSc1ncnc2c1oc1ccccc12	16.6	-8.6	-16.8	-5.5	-13.4	1.6	0.1	10.4	-34.0
O=S(=O)(c1cccs1)N1CN(Cc2cccs2)c2nc3ccccc3nc21	2.0	-3.5	2.2	-10.7	-19.2	1.3	-5.1	3.9	-7.0
CCN(CC)c1nc2nonc2nc1N(CC)CC	6.9	10.8	7.3	-5.2	13.0	-2.5	5.2	1.6	10.4
CSCCC(NC(=O)c1cc(C(C)(C)C)oc1C)C(=O)O (configuration not stated)	-3.7	-1.8	5.6	-3.0	-38.6	-0.7	-16.5	-12.6	-41.3
CN(Cc1ccccc1)Cc1nc2c(c(=O)n(C)c(=O)n2C)n1Cc1ccc(Cl)cc1	-2.0	-6.9	-6.1	-0.1	0.0	-3.3	-1.6	5.2	-16.4
COc1ccc(OC)c(NC(=O)c2cc3n(n2)C(C(F)(F)F)CC(c2ccc4c(c2)OCO4)N3)c1 (configuration not stated)	-6.3	-2.7	2.6	2.2	24.0	-3.9	-5.3	9.8	-3.8
O=C(Nc1ccc(N2CCOCC2)cc1)C1CCCN(S(=O)(=O)c2ccccc2)C1 (configuration not stated)	-11.3	8.7	1.0	-2.7	7.3	-2.9	4.3	2.9	11.0
CC(=O)N(C)c1ccc(NC(=O)c2cnn(C)c2)cc1	8.6	-1.4	4.8	1.5	16.3	-2.6	12.5	-1.0	-1.5
CC(OC(=O)c1ccco1)C(=O)NC1CCCCC1 (configuration not stated)	6.5	-7.2	-3.2	-0.8	6.2	-2.8	1.7	-10.5	-13.2
CCC1SC2=NC(C)=C(C(=O)OCCOC)C(c3ccc(C(=O)OC)cc3)N2C1=O (configuration not stated)	3.2	.	.	0.0	-10.9	-0.5	24.1	.	.
Nc1c(C(=O)NCCN2CCOCC2)c2nc3ccccc3nc2n1-c1cccc(F)c1	-253.5	-11.8	-7.8	-8.2	43.0	4.8	-12.8	-1.4	-66.7
CC1(C)CC2CC(C)(CN2C(=O)CN2C(=O)c3ccccc3C2=O)C1 (configuration not stated)	3.3	7.8	-0.1	-0.2	4.2	0.6	-2.1	6.7	0.3
CC(C)(Oc1ccc(Cl)cc1)C(=O)Nc1ccc2oc(-c3ccncc3)nc2c1	-11.1	-4.8	0.6	-8.0	11.1	0.4	-20.9	8.0	-19.6
CCOC(=O)c1[nH]c(C)c(C(=O)N2CCN(C(=O)OCC)CC2)c1CC	-4.6	4.4	-3.1	-3.3	3.1	-0.9	-14.4	51.3	-4.7
CCCN1C(=O)C(O)(CC(=O)c2cccc(OC)c2)c2ccccc21 (configuration not stated)	26.5	7.5	1.5	-2.5	-4.6	-2.1	-14.4	-23.4	13.1
O=C(CC(c1ccccc1)c1cc(Cl)ccc1O)N1CCOCC1 (configuration not stated)	13.2	8.2	7.8	-0.1	2.2	1.1	-3.2	4.9	7.5
COc1ccc(N2CCN(C(=O)CCn3nnc4ccccc43)CC2)cc1	-6.2	-2.2	7.3	4.1	2.7	-1.1	-17.9	-15.7	-10.3
CC(=O)NC(CCS(C)(=O)=O)C(=O)Nc1ccccc1C (configuration not stated)	.	.	.	-2.0	20.6	-4.0	3.5	.	.
COc1cc(OC)cc(-c2nnc(SCc3c(F)cccc3Cl)o2)c1	.	-0.3	10.2	1.5	9.1	0.0	-10.2	-0.9	-1.2
Cc1ccc(C(=O)Nc2nc3ccccc3c(=O)s2)cc1	14.7	13.0	9.9	-4.1	-2.4	-1.5	-5.7	5.4	17.3
COc1ccc(C2CC(C(F)(F)F)n3nc(C(=O)NCc4cn(C)nc4C)c(Cl)c3N2)cc1 (configuration not stated)	13.6	9.7	-0.3	3.5	5.9	-1.0	1.8	4.5	2.5
CC(C)C(=O)Nc1ccc(N2CCN(C(=O)c3cccs3)CC2)cc1	11.2	-3.4	-20.1	1.7	10.4	-0.1	1.7	4.6	-109.5
O=C(CSc1nnc(-c2cccs2)n1-c1ccccc1)N1CCCC1	0.5	18.1	8.3	0.5	-0.3	-5.8	-5.8	-4.4	0.3
SMILES	CatL block	CatG inh	FXIa inh mix	Hsp90 block	DUSP1 inh	HTR1A agonist	Cdc25B block	FXIIa mix inh	C1s inh
CS(=O)(=O)N(CC(=O)NCC1CCCO1)c1ccc(F)c(Cl)c1 (configuration not stated)	15.1	9.7	4.0	4.0	0.2	0.3	1.3	-17.5	1.7
Cc1cccc(-n2nnnc2SC(C)C(=O)NCCC2=CCCCC2)c1 (configuration not stated)	-5.4	-1.5	6.2	.	11.7	0.8	-6.4	10.9	-2.0
O=C1N=C(N2CCOCC2)S/C1=C1\C(=O)N(Cc2ccccc2)c2ccccc21	10.2	3.9	8.1	0.1	10.4	-2.3	-2.2	6.1	-10.1
CC(C)(C)NC(=O)C(c1ccccn1)N(C(=O)c1ccc2c(c1)OCCO2)C1CCCC1 (configuration not stated)	-8.8	6.9	2.9	-3.8	27.5	-1.7	-4.9	3.2	-17.7
CCC(=O)N1CCc2cc(S(=O)(=O)NCCC(=O)N3CCN(c4ccccn4)CC3)ccc21	8.0	-3.3	5.6	-1.5	10.7	1.3	-13.1	2.1	-5.9
CN(C)C=Nc1c(Br)cc(Br)c2nonc12	-2.2	1.1	19.9	52.7*	-11.5	-6.8	-1.7	-0.3	2.4
CCOC(=O)N1CCN(c2cc(=O)n(-c3ccc(OCC)cc3)c(=O)[nH]2)CC1	0.5	-1.2	1.7	-3.2	2.7	0.3	-12.6	-6.7	-9.1
Cc1ccc(N2CCN(S(=O)(=O)N(C)C)CC2)cc1Cl	7.5	2.2	1.2	-1.0	24.0	0.0	-10.0	7.2	-0.7
COc1cc(S(=O)(=O)N2CCOCC2)cc(C(=O)c2nccn2C)c1OC	-1.5	8.5	5.2	-3.0	23.1	-2.4	-14.3	2.5	13.6
Cc1c(C#N)c2ccccc2n1CCOc1ccccc1F	-3.1	-0.2	5.7	-4.8	9.2	-2.1	-11.6	3.9	-0.1
O=C(O)C1C2C=CC(O2)C1C(=O)NCc1ccc2c(c1)OCO2 (configuration not stated)	3.0	-5.6	3.0	4.5	11.3	-4.4	-4.3	0.0	-12.1
CCn1c(-c2c[nH]c3ccccc23)n[nH]c1=S	-5.5	6.7	5.8	-1.8	13.8	-1.4	3.9	8.3	8.3
COc1ccccc1C1C(C(=O)NCc2ccccc2)=C(C)Nc2ncnn21 (configuration not stated)	5.0	2.8	5.2	-5.5	-2.1	-0.3	0.0	0.1	1.9
CCCCCCn1c(CN2CCCCC2)nc2c1c(=O)n(C)c(=O)n2C	.	.	.	-0.6	3.1	-1.8	-18.7	.	.
CC(=O)c1ccc(OCC(C)C)c(CN2CCCCC2)c1	12.2	0.4	-0.9	-2.5	-0.4	-0.7	-29.0	7.9	-36.0
CC(=O)Nc1ccc(C(=O)Nc2ccc(S(=O)(=O)NCC3CCCO3)cc2)cc1 (configuration not stated)	-10.0	1.1	3.7	-4.6	0.5	-1.2	9.9	2.6	-1.0
COc1ccc2c(c1OC)C(=O)OC2CC(=O)c1ccc(O)cc1 (configuration not stated)	-0.2	10.0	-2.3	-1.7	-4.6	0.8	0.8	5.1	5.3
CNc1nc(CC(C)=O)ns1	6.7	17.0	4.2	-0.6	-7.5	1.0	7.2	11.1	9.3
CCOC(=O)N1CCN(Cc2nc3c(c(=O)n(C)c(=O)n3C)n2Cc2ccccc2)CC1	11.6	8.4	0.9	-4.8	3.1	5.8	-6.0	5.2	10.5
COC(=O)c1cccc(NC(=O)Cc2coc3cc(OC)ccc23)c1	-0.9	-2.1	-5.8	-1.2	-1.0	-5.2	4.4	10.0	-14.8
Cc1ccc(CN2CCN(C(=O)C3CCC3)CC2)cc1	6.2	-8.6	6.1	-5.0	2.6	-1.4	-4.6	10.7	11.2
O=C(O)CCNc1ccc2c(c1)OCCO2	-1.6	6.1	-0.7	-3.6	-17.8	0.1	5.0	2.1	-1.1
N#Cc1ccc(CSc2nnc(Cc3cccs3)n2Cc2ccco2)cc1	-2.2	-4.0	3.9	-9.0	-3.3	-3.0	-11.7	-14.8	3.5
CCCc1cc(=O)oc2cc(OCC(=O)OC)cc(OCC(=O)OC)c12	-7.2	7.6	-0.5	-2.6	7.5	-0.6	-8.0	1.8	2.0
COc1ccccc1-c1nnc2sc(-c3ccc(N(C)C)cc3)nn12	-41.9	2.9	0.8	-4.3	28.8	-4.4	9.5	0.9	-9.9
SMILES	CatL block	CatG inh	FXIa inh mix	Hsp90 block	DUSP1 inh	HTR1A agonist	Cdc25B block	FXIIa mix inh	C1s inh
C/C=C/c1ccc(OCCCCN2C(=O)NC(C)(C)C2=O)c(OC)c1	0.2	12.2	12.9	1.2	8.1	-2.0	-8.8	8.0	12.2
COCC(C)n1c(C)cc(C(=O)COC(=O)c2nc3nc(C)cc(C)n3n2)c1C (configuration not stated)	5.7	2.8	-2.4	0.7	17.0	-3.8	-5.8	26.5	-8.2
CC(=O)N(CCO)Cc1cc2cc(C)cc(C)c2[nH]c1=O	-3.0	-15.4	-1.5	-2.1	-16.7	-1.2	0.9	1.5	-13.5
Nc1nc(Cl)nc2c1ncn2[C@H]1C[C@H](O)[C@@H](CO)O1	18.4&-11.6	11.1&12.4	4.0	-0.4&3.5	-13.0&-17.6	1.5&-0.8	-20.7&1.0	4.5	9.3&17.0
COCCNC(=O)C(OC(=O)CC1Sc2ccccc2NC1=O)c1ccncc1 (configuration not stated)	-12.4	0.4	8.4	1.4	28.9	0.5	-1.4	1.0	-3.9
CCn1cc(C(=O)NCCCOC)c2cc(OC)c(OC)cc2c1=O	-7.1	1.3	7.3	.	4.5	0.6	-2.1	4.1	1.7
CN(CCNC(=O)C1CC(=O)N(c2ccc(F)c(Cl)c2)C1)Cc1ccccc1 (configuration not stated)	-5.4	8.3	-2.3	0.5	23.4	-1.1	-10.5	-1.8	14.6
CCCn1c(N)c(C(=O)COC(=O)c2c(C)noc2C)c(=O)n(C)c1=O	.	-1.1	7.2	-5.8	8.9	1.1	-7.1	4.2	-31.0
CC(C)c1ccc(NC(=O)C(c2ccccc2)N2CCN(C(=O)c3ccco3)CC2)cc1 (configuration not stated)	1.5	-13.0	-4.0	-2.5	33.7	0.9	9.4	7.3	-45.4
COC(=O)C1=C(C)OC(N)=C(C#N)C1c1ccccc1 (configuration not stated)	-4.2	-4.4	-8.5	-0.3	7.9	-0.5	-19.7	-10.8	-23.9
c1ccc(Oc2cc(-n3cccn3)ncn2)cc1	7.7	7.4	3.9	-3.5	15.7	-1.4	-2.0	2.3	8.2

Arranged by molecular weight (high to low): some entries from above.
SMILES	CatL block	CatG inh	FXIa inh mix	Hsp90 block	DUSP1 inh	HTR1A agonist	Cdc25B block	FXIIa mix inh	C1s inh
O=S(=O)(c1cccs1)N1CN(Cc2cccs2)c2nc3ccccc3nc21	2.0	-3.5	2.2	-10.7	-19.2	1.3	-5.1	3.9	-7.0
CSCCC(NC(=O)c1cc(C(C)(C)C)oc1C)C(=O)O (configuration not stated)	-3.7	-1.8	5.6	-3.0	-38.6	-0.7	-16.5	-12.6	-41.3
CC(=O)NC(CCS(C)(=O)=O)C(=O)Nc1ccccc1C (configuration not stated)	.	.	.	-2.0	20.6	-4.0	3.5	.	.
